# DDE Tn7 FP inh: DD(E)-Tn7 binding inhibition, primary FP screen; AID 720508; P02675; 370,000 tested, 0.13% active; inhibition, % at 8.3 µM; FP displacement of FITC-Tn7 peptide from fibrin DD(E); 0% = median of compound wells per plate;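 active = inhibition above the mean of compounds falling within the control limits plus 3 SD of them, cut at about 14% in these data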;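 note: 0% = plate median of compound wells and 100% = 10 µM Aha-Tn7 peptide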
# Target sequence (P02675 whole entry, looked up): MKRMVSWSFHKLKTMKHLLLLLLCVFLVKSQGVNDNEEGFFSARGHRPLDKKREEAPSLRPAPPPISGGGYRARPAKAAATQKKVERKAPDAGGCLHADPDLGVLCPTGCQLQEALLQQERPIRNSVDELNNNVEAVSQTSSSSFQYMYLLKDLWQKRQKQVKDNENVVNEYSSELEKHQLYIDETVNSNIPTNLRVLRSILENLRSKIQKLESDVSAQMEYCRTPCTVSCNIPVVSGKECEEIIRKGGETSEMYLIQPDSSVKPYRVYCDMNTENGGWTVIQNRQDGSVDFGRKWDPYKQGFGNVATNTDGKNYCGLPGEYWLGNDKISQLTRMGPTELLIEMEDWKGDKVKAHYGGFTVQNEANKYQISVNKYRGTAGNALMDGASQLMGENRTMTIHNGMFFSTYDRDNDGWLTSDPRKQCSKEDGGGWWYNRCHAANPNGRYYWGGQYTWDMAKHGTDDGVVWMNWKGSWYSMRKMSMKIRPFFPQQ
#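 Assay system: Human clot-derived fibrin DD(E) complex | Buffer or medium: Tris/NaCl/CaCl2 buffer, pH 7.8 | Repeats: One replicate per compound | Benchmarks: Aha-Tn7 high control | Measure: % inhibition scaled between sample-field median and high-control FP | Schedule: 10 min plus 3 h, room temperature | Signal: Fluorescence polarization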
# PLC-beta3 inh: blocks human PLC-beta3 enzyme activity | AID 720704 | Q01970 | Purified PLC-beta3, fluorogenic substrate, fluorescence | inhibition, % at 12.2 µM | 370,000 tested, 0.18% active; in the data active = inhibition above about 11%;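 note: 0% = median of compound wells on plate and 100% = full blocker control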
# PLC-gamma1 inh: inhibitors of human phospholipase C gamma1. inhibition, % at 12.2 µM. AID 720700. 370,000 tested, 0.84% active. purified PLC-gamma1, fluorogenic substrate, fluorescence; in the data active = inhibition above about 9.5%
# UHRF1 MBD2 ctr: human UHRF1 methylated DNA binding inhibitors; Q96T88; UHRF1 binding to methylated oligo, TR-FRET; inhibition, % at 4.4 µM; 370,000 tested, 0.75% active; AID 687016; in the data active = inhibition above about 21%;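 note: UHRF1 SRA domain binding a hemimethylated CpG hairpin DNA probe; 0% = median of test compound wells and 100% = reference inhibitor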
# MBD2 DNA inh: MBD2-methylated oligo binding inhibition. AID 686964. TR-FRET, MBD2 binding to methylated oligonucleotide. inhibition, % at 4.4 µM. 370,000 tested, 0.31% active; in the data active = inhibition above about 13%
# ASAP1 GAP inh: ASAP1 ArfGAP inhibition; Q9ULH1; ASAP1-stimulated ARF1 GTP hydrolysis, GDP FP detection; inhibition, % at 16.5 µM; 360,000 tested, 0.19% active; AID 624377; in the data active = inhibition above about 25%;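 note: 0% = vehicle with enzyme and substrate and 100% = no enzyme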
# ADAM17 inh: inhibits human ADAM17; P78536; recombinant ADAM17, EDANS/DABCYL FRET peptide cleavage; inhibition, % at 6.95 µM; 370,000 tested, 0.83% active; AID 720648;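 active = inhibition above the mean of compounds lying between control limits plus 3 SD, set per campaign, cut at about 8.5% in these data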;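 note: 0% = DMSO-only wells as the low control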
# ARFGAP1 inh: rat ARFGAP1 inhibition; 360,000 tested, 0.26% active; inhibition, % at 16.5 µM; Q62848; AID 651572; Arfgap1-stimulated ARF1 GTP hydrolysis, GDP FP detection;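 active = inhibition above a per-plate limit, mean inhibition of low control wells plus 3 SD, cut at about 25% in these data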;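 note: 0% = DMSO wells with enzyme and 100% = wells lacking Arfgap1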
# Target sequence (Q62848 1-136 limits assumed): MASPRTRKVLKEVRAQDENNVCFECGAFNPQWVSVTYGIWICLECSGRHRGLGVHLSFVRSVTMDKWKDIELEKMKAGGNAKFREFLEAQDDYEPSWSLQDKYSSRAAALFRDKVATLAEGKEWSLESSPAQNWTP
#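 material = rat Arfgap1 catalytic domain, aa 1-136 | also added = human ARF1(Δ1-17)-GTP substrate | compound dosing = one concentration, 16.5 µM, DMSO 1.26% | times = GTP hydrolysis reaction 2 h at 25 °C | measured by = FP, GDP Alexa 633 tracer displaced from anti-GDP antibody, 620/688 nm | evaluation = percent inhibition of Arfgap1-stimulated GTP hydrolysis | replication = single well per compound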
# KLK7 zymogen act: proKLK7 (human) activation, primary screen | activation, % at 7 µM | 370,000 tested, 0.9% active | P49862 | purified proKLK7, EDANS-DABCYL substrate fluorescence; 100% is mature enzyme control, 0% vehicle | AID 652039;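 active = activation above the mean of all tested compounds plus 3 SD, computed per campaign excluding outliers beyond control limits, cut at about 13% in these data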
# Target sequence (P49862 whole entry, looked up): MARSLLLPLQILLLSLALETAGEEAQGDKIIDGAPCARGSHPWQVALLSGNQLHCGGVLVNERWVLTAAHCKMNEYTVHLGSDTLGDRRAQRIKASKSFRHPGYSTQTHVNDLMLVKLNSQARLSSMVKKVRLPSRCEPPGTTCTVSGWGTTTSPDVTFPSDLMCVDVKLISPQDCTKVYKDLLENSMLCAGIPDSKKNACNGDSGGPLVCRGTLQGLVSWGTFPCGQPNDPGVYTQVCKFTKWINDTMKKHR
# Tn6 DDE FP: DD(E)-Tn6 binding inhibition, primary FP screen. 370,000 tested, 0.21% active. Fibrin DD(E) TRITC-Tn6 fluorescence polarization displacement. inhibition, % at 8.3 µM. P02675;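 active = inhibition above a per-campaign cutoff: mean of compounds within control limits plus 3 SD, cut at about 15% in these data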;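 note: 0% = median of all compound wells on the plate and 100% = blocking peptide control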
# Starred values were filed as active, the others as inactive.
No.	smiles	DDE Tn7 FP inh	Tn6 DDE FP	ASAP1 GAP inh	PLC-beta3 inh	ARFGAP1 inh	MBD2 DNA inh	UHRF1 MBD2 ctr	ADAM17 inh	PLC-gamma1 inh	KLK7 zymogen act
1	CCCCN(C)C(=O)c1nc2ccccn2c1CN1CCN(c2ncccn2)CC1	4	5	-8	3	-22	3	-2	0	0	-0.2
2	CCN(CC)S(=O)(=O)c1ccc(S(=O)(=O)NCc2cccs2)cc1	-5	3	-10	-2	7	0	-1	0	2	-0.2
3	COc1ccc(NC(=O)CCNC(=O)N2CC(=O)Nc3ccccc32)cc1	5	8	-12	1	-14	-1	0	-1	0	-0.1
4	Cc1cc(C)c(Cn2cnc3ccccc32)c(C)c1	-4	5	0	-2	-1	-5	-1	-6	1	0.3
5	CC(=O)Nc1nc(C)cs1	1	8	1	1	6	-3	-1	-4	2	-0.4
6	C[C@@H]1CN([C@H](C)CO)C(=O)c2cc(NS(=O)(=O)c3ccccc3)ccc2O[C@@H](C)CCCCO[C@@H]1CN(C)Cc1ccc(Cl)c(Cl)c1	0	0	12	3	7	-3	0	-2	0	0.0
7	O=C(CC1C(=O)NCCN1Cc1c(F)cccc1Cl)NC1CCCCCC1 (stereo unspecified)	-1	4	-15	-5	-11	3	4	-6	1	-0.7
8	CC[n+]1c(C)cc(C)n1-c1ccccc1	-9	-5	-9	5	-6	-1	1	-4	1	0.2
9	COC(=O)CCC(=O)OC1(C)C(=O)C2=CN(C3CCCC3)C(c3ccc(OC)cc3)=CC2=C(Br)C1=O (stereo unspecified)	2	2	-4	-46	9	-10	-5	-6	-37	2.0
10	CC(=O)Nc1cnc(/C=C\CCCO)cn1	-9	-3	1	-23	8	2	-2	-83	-21	1.6
11	COc1ccc(NC(=O)C2c3ccccc3OCC(=O)N2Cc2ccco2)cc1 (stereo unspecified)	0	11	7	0	-13	-5	0	-4	0	0.1
12	CNc1snc(C)c1C(=O)OC(C)C(=O)Nc1cccc(OC)c1 (stereo unspecified)	-5	6	-14	-6	11	-6	-1	-3	1	-0.4
13	CC(C)NC(=O)COc1ncnc2sccc12	3	3	-7	1	-6	-2	-6	-3	1	0.3
14	COC(=O)c1cccc(C23CC4(C2)[C@H](CN(Cc2ccc(C(F)(F)F)cc2)[C@@H]4c2ccccc2)C3c2ccc(Cl)nc2)c1 (stereo partly specified)	-3	-10	8	-3	9	6	-2	-3	4	0.0
15	CC1CCN(S(=O)(=O)N2CCC(C(=O)NCCC3=CCCCC3)CC2)CC1	7	1	3	2	21	-1	-3	6	-2	0.4
16	COc1ccc(N2C(=O)CCC(C(=O)c3ccccc3)=C2C)cc1	-2	1	14	7	6	-4	-1	-3	0	-0.5
17	CC(C)(C)NC(=O)C1CCC(CNc2c(N3CCCCC3)c(=O)c2=O)CC1 (stereo unspecified)	2	1	-1	-6	5	1	1	-7	-1	0.7
18	CCCc1c(-c2cccc(Cl)c2)ncn1CCc1ccccc1OC	0	-5	4	-1	-2	3	0	3	3	0.2
19	O=C(O)c1ccccc1-c1ccccc1C(=O)Nc1nccs1	9	-3	-4	1	-7	4	6	-2	-1	-0.1
20	CC(=O)NC(=S)Nc1ccc(NC(=S)NC(=O)c2cccs2)cc1	10	5	3	-4	-1	0	1	-3	-4	-0.2
21	CC(CC(=O)Nc1ccc2c(c1)c(=O)n(C)n2-c1ccc2ccccc2c1)C(F)(F)F (stereo unspecified)	-1	5	7	-156	9	-7	1	-176	-107	-7.4
22	Cc1c(S(=O)(=O)Nc2cc(Cl)ccc2Cl)c(=O)n(C)c(=O)n1C	1	-4	3	0	3	-2	-2	0	0	0.1
23	Cc1ccc(Nc2nc(-c3ccc(F)cc3)cs2)nc1	2	-5	-1	-9	15	-3	2	-2	-17	-0.6
24	CCOC(=O)CCCCCC(=O)Nc1ccc2c(c1)C(=O)N([C@H](C)CO)C[C@@H](C)[C@@H](CN(C)C(=O)CCC(F)(F)F)OCCCC[C@H](C)O2	-2	-6	2	5	7	-6	3	5	12*	-0.1
25	Cc1ccc(OCC(=O)Nc2cc(C)on2)c([N+](=O)[O-])n1	-2	-6	3	-5	-7	-1	1	-5	1	-0.3
26	Cc1cc(C(=O)CSc2nnnn2-c2ccc(Cl)cc2)c(C)n1CC1CCCO1 (stereo unspecified)	-3	-6	0	2	3	0	0	0	-1	-0.2
27	CCCN(C(=O)Cc1c(C(=O)O)n(C)c2ccccc12)c1cccc(C)c1	2	-7	0	-5	11	-1	-3	-2	-2	0.4
28	COc1ccc(-n2cnnc2SCC(=O)Nc2cccc([N+](=O)[O-])c2)cc1	-1	-2	16	1	-4	-1	-2	1	-1	-0.9
29	Cn1c(N)c(C(=O)COC(=O)C2=COCCO2)c(=O)n(C)c1=O	-1	-1	5	-1	12	1	-6	-5	-2	0.1
30	CNc1nc2c(c(=O)n(C)c(=O)n2C)n1Cc1ccccc1	6	5	-8	-1	10	-5	-1	-1	2	0.0
31	N#Cc1c(-c2ccc(C(F)(F)F)cc2)cc(-c2ccccc2)[nH]c1=S	-1	2	-9	-4	5	3	1	-6	-5	-0.5
32	CN(C)CCCN(C(=O)CCOc1ccccc1)c1nc2ccc(F)cc2s1	-5	2	2	3	6	3	-4	-3	2	-0.4
33	O=C(OCc1cc2ccccc2[nH]c1=O)c1ccc([N+](=O)[O-])cc1	1	-5	-12	-6	6	2	0	1	1	-0.3
34	O=C(Cc1ccc(F)cc1)N1CCC(CC2CC(c3cccc(Br)c3)=NO2)(C(=O)NCC2CCCCC2)CC1 (stereo unspecified)	10	2	-10	1	4	-1	-1	1	1	0.1
35	Cc1ccc(C2CC(=O)NC(SCC(N)=O)=C2C#N)s1 (stereo unspecified)	2	-2	2	-3	4	-6	0	-1	0	-0.1
36	CCC(=O)N1CCN(c2ccc(NC(=O)c3ccc(C#N)cc3F)cc2Cl)CC1	7	-4	-2	-8	-2	3	1	-7	0	0.2
37	CCC(C)(C)n1nnnc1CN1CCc2ccccc21	2	0	7	-4	-3	5	10	-6	-4	-0.1
38	O=C(CN1CCN(Cc2ccccc2Cl)C1=O)NCc1cccnc1	3	-10	2	-4	10	6	4	-5	5	-0.5
39	Cc1nc(NC(=O)c2cccs2)ccc1Br	3	-1	10	2	-9	3	-1	-2	-1	-0.2
40	O=C(O)c1nn(CCOc2cccc(Br)c2)c(=O)c2ccccc12	-5	-2	17	-7	1	-2	1	11*	3	0.5
41	COc1cccc(NC(=O)Cn2nnc(C(=O)NCCc3ccccc3)c2N)c1	1	-5	11	0	14	0	-2	-2	4	0.4
42	COc1ccc(CCC(=O)Nc2cccc(S(=O)(=O)N3CCCCCC3)c2)cc1	-6	4	5	-1	2	1	0	4	-3	0.5
43	CC(C)CN(C(=O)CCc1ccccc1)c1c(N)n(CC(C)C)c(=O)[nH]c1=O	8	0	-11	0	-3	5	3	0	-2	-0.3
44	CN1CCc2c(sc(N)c2C(=O)O)C1	6	6	-17	-9	11	4	1	-9	-8	0.2
45	CCC(C)[C@H](NC(=O)Nc1cccc(Br)c1)C(=O)OC (stereo partly specified)	0	-2	5	9	6	3	-2	4	13*	0.2
46	COc1ccc(N(C)S(=O)(=O)c2cccc(C(=O)NCC(c3ccco3)N3CCCC3)c2)cc1 (stereo unspecified)	-1	5	-4	-3	-5	-5	-2	-1	1	-0.8
47	CC(=O)c1ccc(OC2(C)CCN(Cc3ccc(C)cc3)C2)cc1 (stereo unspecified)	-2	2	2	1	-2	-3	1	-4	0	0.6
48	COc1ccc(N=Cc2cc3c(cc2O)OC(N)=C(C#N)C3c2ccccc2)cc1 (stereo unspecified)	-7	-7	14	-186	10	6	-4	-9	-166	-14
49	COc1ccccc1NC(=O)COC(=O)c1c(C)nn(-c2ccccc2)c1C	-6	-3	-1	-5	-10	-1	0	-2	-1	0.4
50	O=C(CCC(=O)c1cccs1)NC(c1ccccc1)c1ccccc1	-2	5	-1	4	-4	-2	13	1	7	-0.2
51	CCC(C)(C)NC(=O)C(c1ccccc1)N(C(=O)c1csnn1)C1CC1 (stereo unspecified)	6	9	-4	0	-7	1	-1	-5	-2	-0.6
52	CC1Oc2ccccc2N(CC(=O)N(Cc2ccccc2)Cc2ccccn2)C1=O (stereo unspecified)	-1	5	-1	1	7	-2	2	-6	-2	0.1
53	CCCn1c(/C=N/Nc2nc3ccccc3[nH]2)nc2ccccc21	-2	-25	1	-26	13	-2	-2	3	-21	-3.2

# Structural class, the compounds so far containing fluorine.
No.	smiles	DDE Tn7 FP inh	Tn6 DDE FP	ASAP1 GAP inh	PLC-beta3 inh	ARFGAP1 inh	MBD2 DNA inh	UHRF1 MBD2 ctr	ADAM17 inh	PLC-gamma1 inh	KLK7 zymogen act
7	O=C(CC1C(=O)NCCN1Cc1c(F)cccc1Cl)NC1CCCCCC1 (stereo unspecified)	-1	4	-15	-5	-11	3	4	-6	1	-0.7
14	COC(=O)c1cccc(C23CC4(C2)[C@H](CN(Cc2ccc(C(F)(F)F)cc2)[C@@H]4c2ccccc2)C3c2ccc(Cl)nc2)c1 (stereo partly specified)	-3	-10	8	-3	9	6	-2	-3	4	0.0
21	CC(CC(=O)Nc1ccc2c(c1)c(=O)n(C)n2-c1ccc2ccccc2c1)C(F)(F)F (stereo unspecified)	-1	5	7	-156	9	-7	1	-176	-107	-7.4
23	Cc1ccc(Nc2nc(-c3ccc(F)cc3)cs2)nc1	2	-5	-1	-9	15	-3	2	-2	-17	-0.6
24	CCOC(=O)CCCCCC(=O)Nc1ccc2c(c1)C(=O)N([C@H](C)CO)C[C@@H](C)[C@@H](CN(C)C(=O)CCC(F)(F)F)OCCCC[C@H](C)O2	-2	-6	2	5	7	-6	3	5	12*	-0.1
31	N#Cc1c(-c2ccc(C(F)(F)F)cc2)cc(-c2ccccc2)[nH]c1=S	-1	2	-9	-4	5	3	1	-6	-5	-0.5
32	CN(C)CCCN(C(=O)CCOc1ccccc1)c1nc2ccc(F)cc2s1	-5	2	2	3	6	3	-4	-3	2	-0.4
34	O=C(Cc1ccc(F)cc1)N1CCC(CC2CC(c3cccc(Br)c3)=NO2)(C(=O)NCC2CCCCC2)CC1 (stereo unspecified)	10	2	-10	1	4	-1	-1	1	1	0.1
36	CCC(=O)N1CCN(c2ccc(NC(=O)c3ccc(C#N)cc3F)cc2Cl)CC1	7	-4	-2	-8	-2	3	1	-7	0	0.2

# From PubChem BioAssay
